Vc quorum ag: induces V. cholerae light production without autoinducers. activation, % at 18.7 µM. hit rate 0.16% among 350,000. AID 588436. V. cholerae BH1578 lux reporter, luminescence, 6 h; in the data active = activation mostly above about 9.7%, no sharp cut-off; note: not every result past the cut was called active; inactives centre near 0; reference of the scale not given here
GDH-TPI counter: inhibits GDH-TPI coupling enzymes, artifact for Mtb FBA screen; GDH-TPI coupled enzyme counterscreen, NADH absorbance; inhibition, % at 4.8 µM; hit rate 1.2% among 360,000; in the data active = inhibition above about 30%;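 note: 0% = DMSO wells and 100% = wells lacking the enzyme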
UGM FP inh: blocks M. tuberculosis UGM enzyme; P9WIQ1; purified UGM, fluorescence polarization probe displacement; inhibition, % at 10 µM; hit rate 0.06% among 320,000; AID 504406; in the data active = inhibition above about 10%, passing the limit was not always enough
Target sequence (P9WIQ1 whole entry, looked up): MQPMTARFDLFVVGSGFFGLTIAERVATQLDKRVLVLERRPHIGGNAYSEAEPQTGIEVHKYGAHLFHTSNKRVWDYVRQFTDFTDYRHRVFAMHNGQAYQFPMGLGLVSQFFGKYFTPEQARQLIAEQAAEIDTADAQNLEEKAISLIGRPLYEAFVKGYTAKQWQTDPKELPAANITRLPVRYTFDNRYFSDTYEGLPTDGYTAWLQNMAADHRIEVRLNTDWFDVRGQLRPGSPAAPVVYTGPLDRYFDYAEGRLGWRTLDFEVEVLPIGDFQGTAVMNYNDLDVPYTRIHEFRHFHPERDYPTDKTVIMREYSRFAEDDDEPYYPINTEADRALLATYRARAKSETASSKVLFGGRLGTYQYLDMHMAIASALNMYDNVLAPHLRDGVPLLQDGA
MazEF act: MazEF (E. coli) toxin RNase activation; P0AE70; FAM/BHQ RNA-DNA oligo cleavage fluorescence, 5 h; activation, % at 20 µM; hit rate 0.32% among 350,000; AID 504720; in the data active = activation above about 50%
Target sequence (P0AE70 whole entry, looked up): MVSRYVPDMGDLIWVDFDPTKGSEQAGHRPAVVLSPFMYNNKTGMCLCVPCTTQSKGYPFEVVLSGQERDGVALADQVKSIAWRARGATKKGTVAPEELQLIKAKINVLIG
PriA SSB inh: inhibitors of Klebsiella pneumoniae PriA binding to SSB C-terminal tail | AlphaScreen SSBct-PriA binding, biotinylated peptide | inhibition, % at 33 µM | hit rate 0.6% among 430,000 | AID 1272365; in the data active = inhibition mostly above about 37%, no sharp cut-off; inactive = mostly below about 20%;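 note: plate controls were negative control peptide for no effect and reference peptide for full effect; strong numbers were not always called active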
3CLpro inhibitor: SARS-CoV 3CLpro protease inhibition | inhibition, % at 6 µM | AID 1706 | P0C6X7 | recombinant SARS-CoV 3CLpro, quenched FRET peptide cleavage | hit rate 0.14% among 290,000; in the data active = inhibition above about 12%
DUSP3 inh: inhibitors of human VHR1 phosphatase (DUSP3); inhibition, % at 13.3 µM; P51452; hit rate 0.52% among 290,000; recombinant VHR phosphatase, pNPP absorbance; in the data active = inhibition above about 50%; note: some compounds called inactive have numbers as strong as hits
Target sequence (P51452 whole entry, looked up): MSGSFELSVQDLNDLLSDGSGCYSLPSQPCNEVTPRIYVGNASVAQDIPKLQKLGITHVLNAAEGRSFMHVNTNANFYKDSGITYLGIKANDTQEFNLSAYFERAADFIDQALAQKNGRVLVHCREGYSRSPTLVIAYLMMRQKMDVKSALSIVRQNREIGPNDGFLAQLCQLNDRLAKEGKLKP
Rv3671c inh: inhibitors of M. tuberculosis serine protease Rv3671c; P9WHR9; inhibition, % at 5.96 µM; hit rate 0.048% among 320,000; in the data active = inhibition above about 38%;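 note: extracellular domain of Rv3671c used as enzyme; 0% = enzyme with DMSO and 100% = no enzyme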
FBA Mtb inh: inhibits M. tuberculosis FBA enzyme | AID 588726 | inhibition, % at 1 µM | hit rate 2.3% among 360,000 | purified M. tuberculosis FBA, fluorescence read-out; in the data active = inhibition above about 27%;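 note: 0% = vehicle and 100% = reference inhibitor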
Target sequence (P9WQA3 whole entry, looked up): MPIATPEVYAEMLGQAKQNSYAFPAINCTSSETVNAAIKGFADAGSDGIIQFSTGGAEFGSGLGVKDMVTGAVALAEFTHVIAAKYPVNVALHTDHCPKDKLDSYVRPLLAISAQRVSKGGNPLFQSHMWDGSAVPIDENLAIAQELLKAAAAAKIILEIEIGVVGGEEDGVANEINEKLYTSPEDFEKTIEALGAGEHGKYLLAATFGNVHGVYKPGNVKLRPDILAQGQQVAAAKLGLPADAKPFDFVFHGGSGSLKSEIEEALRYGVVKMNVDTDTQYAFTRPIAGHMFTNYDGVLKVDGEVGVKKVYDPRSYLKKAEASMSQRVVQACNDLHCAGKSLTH
BioA inh: BioA (M. tuberculosis) enzyme inhibition | hit rate 0.096% among 360,000 | inhibition, % at 9.99 µM | purified M. tuberculosis BioA enzyme, plate reader; in the data active = inhibition above about 40%
* = called active by the depositor; i = inactive; . = no result given; & = joins results of further samples. Not all compounds are listed. The share of hits here may be higher or lower than overall.

SMILES	Vc quorum ag	GDH-TPI counter	UGM FP inh	MazEF act	PriA SSB inh	3CLpro inhibitor	DUSP3 inh	Rv3671c inh	FBA Mtb inh	BioA inh
O=C(O)c1cccc(-n2cccc2/C=C\[N+](=O)[O-])c1	8.0	-6	1.4	-4	-1	0	21	2	3	.
O=C(O)CSc1sc(=S)sc1SCC(=O)O	i	21	1.8	-1	-7	-1	22	-3	-3	-1.9
CSc1ccc(S(=O)(=O)NCC(=O)OC2CCOC2=O)cc1[N+](=O)[O-] (configuration not stated)	i	1	-1.1	5	1	.	.	-5	-3	-0.2
CCN(CC)CCn1cnc2c1c(=O)[nH]c(=O)n2Cc1ccccc1	-18	8	-5.7	-3	2	0	.	0	3	0.6
O=C(C1CCC(CNS(=O)(=O)c2cccc3cccnc23)CC1)N1CCc2ccccc21 (configuration not stated)	-0.5	1	-0.3	14	1	1	54*	-6	3	-0.7
S=C(NCCC1=CCCCC1)Nc1ccc(Cl)cc1	-0.6	2	-1.3	5	-4	-1	-2	-8	-1	-1.3
CCCS(=O)(=O)N1CCN(C(=O)c2ccc(-c3ccccc3)cc2)CC1	i	-12	0.6	0	-11	8	12	6	-7	0.4
CCCc1ccc2oc(C(=O)N3CCN(c4cnccn4)CC3)c(C)c2c1	-0.4	13	-6.3	7	10	-2	-13	4	10	1.8
O=C(Cc1ccc(Cl)cc1)NCCS(=O)(=O)N1CCN(c2ccccc2)CC1	i	1	3.3	-16	-8	.	.	3	5	-1.9
CCOc1ccc(N2CC(C(=O)NCc3ccc(C)n3C)CC2=O)cc1 (configuration not stated)	-0.8	-6	1.0	6	5	1	-2	4	-3	.
Cc1ccc(C(C(=O)Nc2ccc(C(C)C)cc2)N(C)C(=O)c2ccc(=O)[nH]c2)cc1 (configuration not stated)	-0.1	0	-0.4	5	-9	5	7	12	6	.
COc1ccc2oc(C(=O)Nc3nccs3)c(C)c2c1	i	11	-0.9	.	-5	.	.	-1	-1	.
O=S(=O)(c1ccccc1)N1CCN(Cc2ccccc2C(F)(F)F)CC1	-3.7	-3	1.9	-6	-41	2	18	-2	0	0.0
Cc1cc(C)n(-c2nc3c(c(=O)[nH]c(=O)n3C)n2CC(O)c2ccccc2)n1 (configuration not stated)	-0.6	-2	0.7	8	-6	2	-9	-2	7	-2.2
CCSc1nc(O)c(C2OC(=O)c3c2ccc(OC)c3OC)c(=O)n1CC (configuration not stated)	2.2	5	5.0	0	-6	0	-27	5	1	-0.9
CCOC(=O)C1CCN(C2CCN(Cc3nc(-c4ccccc4)no3)CC2)CC1	-0.3	-3	4.2	2	-14	3	31	8	2	-0.9
CCCS(=O)(=O)N1CCC(C(=O)N2CCN(C(=O)OCC)CC2)CC1	15*	-17	0.1	5	-27	-4	-11	-3	3	0.7
O=C(NN1CCOCC1)c1ccc(Cl)s1	0.4	6	-1.5	-4	-1&-23	-1	2	-3	-2	.
COc1cc(C(C(=O)NC2CCCCC2)N(C(=O)c2snc(C(N)=O)c2N)c2ccc(C)cc2)ccc1O (configuration not stated)	-0.3	5	0.3	-2	-9	0	14	3	3	-2.1
Cc1coc2cc3oc(=O)c(CCC(=O)NCCCN4CCCC4=O)c(C)c3cc12	0.9	11	5.5	5	2	1	16	-2	16	0.7
Cc1nc2cc(CO)ccc2n1C	-0.3	2	4.0	5	-4	-4	-11	-7	-7	-0.7
O=C(OCC(=O)N1CCC(c2ccccc2)=N1)c1ccc([N+](=O)[O-])s1	i	11	0.2	-11	-5	.	.	0	3	-2.7
CC(C)N1C(=O)c2ccccc2C1C(=O)NC1CCCCCC1 (configuration not stated)	-0.6	1	-0.1	-3	-2	4	-8	-2	-3	.
COc1ccc(C(c2nnnn2Cc2ccccc2)N2CCN(c3ccccc3)CC2)cc1 (configuration not stated)	0.0	1	-0.5	-1	29	0	7	1	-4	-0.6
Cc1occc1-c1nnc(SCC(=O)Nc2ccccc2)n1CCc1ccccc1	14	-2	-0.8	2	12	4	-1	0	2	-1.3
C[C@H]1CN([C@@H](C)CO)C(=O)CCCn2cc(nn2)CO[C@@H]1CN(C)C(=O)Nc1ccccc1C(F)(F)F	-0.2	-15	.	5	.	.	.	.	0	0.0
CC(C)(O)C(=O)NN(Cc1ccccc1)c1ccccc1	i	-3	1.4	4	-6	-2	0	-4	-6	.
CCn1c(SCC(=O)NC2CCCCC2)nnc1-c1cccs1	i	6	-1.6	1	-5	3	-19	-3	5	1.7
COc1ccc(CN2CCN(C(=O)CCC(=O)c3ccc(C)s3)CC2)cc1OC	-0.3	-2	0.4	-1	0	.	.	-5	1	0.0
Cc1nc(NCc2ccccc2)c2cc[nH]c2n1	i	4	1.3	2	-11	1	15	0	0	.
Cc1onc(-c2ccccc2)c1CNC(=O)CN1C(=O)c2ccccc2C1=O	-0.4	-10	0.8	-6	1	6	27	3	0	.
Cc1ccc2cc(/C=C/C(=O)c3ccco3)c(Cl)nc2c1	0.8	15	-1.2	-1	8	8	9	0	3	0.2
COc1ccc(N2C(=O)CC3(CCCC3)CC2=O)cc1	-2.0	8	-0.6	0	3	2	-5	1	6	.
COc1ccc(CN2CCn3nc(C(=O)NC(C)C)cc3C2=O)cc1	-0.3	0	0.8	6	-10	-1	15	4	-1	.
O=S(=O)(Nc1ccc2cn[nH]c2c1)c1ccc(C(F)(F)F)cc1	-4.5	-6	0.3	1	-16	.	.	-3	1	2.9
O=C(CCc1nnc(Cc2ccc3c(c2)OCO3)o1)NCc1nc2ccccc2s1	-0.2	4	.	-12	0	4	12	.	4	.
CC(=O)Nc1nnc(SCc2ccccc2F)s1	i	-1	1.7	7	-7	-2	27	-2	0	.
CCC(=O)c1cn(Cc2ccccc2)c2ccccc12	-0.3	-2	1.0	6	-16	5	16	-1	-2	-0.7
COc1ccc(S(=O)(=O)N2CCC(C(=O)NCc3ccncc3)CC2)cc1	-0.3	8	-1.9	-2	1	-5	12	4	1	-0.1
CCc1c(C)sc(NC(=O)CC#N)c1C#N	-0.6	11	-0.2	2	-9	4	-6	-9	3	-1.3
COc1cccc(C(=O)Nc2ncc3c(n2)CC(C)(C)CC3=O)c1	.	-9	-2.6	6	0	-1	-4	-3	0	-0.2
NC(=O)CCn1c2ccccc2c2ccccc21	-1.4	2	2.1	0	-2	0	4	3	1	.
Cn1c(CC(=O)Nc2ccccc2Cl)nnc1SCC(=O)NC1CCCCC1	-0.3	-1	2.0	14	-12	7	20	-6	2	-3.1
CCOc1ccc(CN(CC)C(=O)c2ccc3c(c2)[nH]c(=O)c(=O)n3CC)cc1OC	-2.2	5	2.0	5	-14	-4	28	-34	0	32
Cc1ccc(NC(=O)N2CCCC(c3nc(-c4ccc(F)cc4)no3)C2)cc1 (configuration not stated)	-0.5	-5	0.5	2	1	1	4	-5	-1	-0.1
C[C@H]1CN(CCc2ccccc2)C(=O)[C@@H]1CC(=O)NCc1ccccc1	-2.1	-10	2.2	0	-23	6	5	5	1	0.3
COc1ccc(NC2CCCN(C(=O)COc3ccc(C)cc3)C2)cc1 (configuration not stated)	i	3	-1.2	5	14	-5	19	-12	2	0.4
Cc1nn(C)cc1CN(C)C(=O)CCc1nnc(CCC2CCCCC2)o1	i	1	3.0	-3	-5	0	19	-7	-3	.
O=C(N/N=C/c1cccc([N+](=O)[O-])c1)C(=O)N1CCCCCC1	-0.3	0	-1.0	5	.	0	-2	-5	0	1.3
COc1ccc(C(=O)NCCCN2CCOCC2)cc1	-3.8	7	2.3	9	12	-1	47	5	2	-2.0

Another view of part of the listing above.
Compound | Vc quorum ag | GDH-TPI counter | UGM FP inh | MazEF act | PriA SSB inh | 3CLpro inhibitor | DUSP3 inh | Rv3671c inh | FBA Mtb inh | BioA inh
CSc1ccc(S(=O)(=O)NCC(=O)OC2CCOC2=O)cc1[N+](=O)[O-] (configuration not stated) | i | 1 | -1.1 | 5 | 1 | . | . | -5 | -3 | -0.2
O=S(=O)(c1ccccc1)N1CCN(Cc2ccccc2C(F)(F)F)CC1 | -3.7 | -3 | 1.9 | -6 | -41 | 2 | 18 | -2 | 0 | 0.0
C[C@H]1CN([C@@H](C)CO)C(=O)CCCn2cc(nn2)CO[C@@H]1CN(C)C(=O)Nc1ccccc1C(F)(F)F | -0.2 | -15 | . | 5 | . | . | . | . | 0 | 0.0
Cc1ccc(C(C(=O)Nc2ccc(C(C)C)cc2)N(C)C(=O)c2ccc(=O)[nH]c2)cc1 (configuration not stated) | -0.1 | 0 | -0.4 | 5 | -9 | 5 | 7 | 12 | 6 | .

Next section:
SMILES	Vc quorum ag	GDH-TPI counter	UGM FP inh	MazEF act	PriA SSB inh	3CLpro inhibitor	DUSP3 inh	Rv3671c inh	FBA Mtb inh	BioA inh
C/C(=N\NC(=O)c1nnn(-c2nonc2N)c1CSc1ccc(Cl)cc1)c1ccco1	i	3	-2.7	-59	.	4	6	3	5	-3.5
Cn1cc(C(=O)c2ccc(Cl)cc2Cl)cc1C(=O)N/N=C(\N)COc1ccccc1	i	3	0.8	-2	.	-1	19	12	-3	7.1
Cc1ccc(NC(=O)OCCN2CCN(Cc3ccccc3)CCC2=O)cc1C	11	2	1.8	3	-7	-6	-15	1	1	0.4
FC(F)(F)c1cccc(-c2nc3nc(Cl)c(Cl)nc3[nH]2)c1	-0.9	36*	1.7	-22	-4	4	0	-11	31*	-1.7
COc1ccc(C(=O)CSc2nnc(CNC(=O)c3ccco3)n2C)cc1	i	-3	1.0	0	16	3	26	4	2	.
Cc1ccc2nc(COC(=O)CNC(=O)c3ccccc3)cn2c1	i	-2	.	-3	0	.	.	.	2	-0.2
CC(C)n1c(SCC(=O)N2CCCC2)nc2c1c(=O)n(C)c(=O)n2C	i	7	2.4	0	3	-1	32	-6	3	-1.0
NC(=O)c1ccc(Nc2ccc3nonc3c2[N+](=O)[O-])cc1	i	-6	1.8	2	1	0	29	.	-4	4.5
Cc1cc(C)c(S(=O)(=O)N2CCN(C(=O)C3COc4ccccc4O3)CC2)c(C)c1 (configuration not stated)	i	5	-1.2	3	11	.	.	0	-1	1.6
CC(C)=CCN1CCN(Cc2cnc(-c3ccccc3)s2)CC1CCO (configuration not stated)	i	17	-2.9	2	-1	0	32	2	-1	0.2
CCC(=O)N/C(=N\OCc1ccc(F)cc1)c1nonc1NC(=O)CC	-0.3	-8	-0.7	4	.	-2	19	6	-5	0.8
CN1CCc2c(sc3c2C(=O)NC(c2ccc(-c4cccc(Cl)c4)o2)N3)C1 (configuration not stated)	-0.2	24	3.1	-150	-6	-5	16	-4	16	-1.7
CC(C)c1ccc(S(=O)(=O)N2CCN(C(C)C(=O)NC3CCCC3)CC2)cc1 (configuration not stated)	-0.8	2	.	1	-10	.	.	-12	-2	0.2
COc1ccc(NC(=O)CN(C)C(=O)c2cn(-c3ccccc3)nc2-c2ccc(Cl)cc2)cc1	i	6	0.7	-13	-5	.	.	-11	1	-1.3
Cc1ccc(NC(=O)COC(=O)CCNS(=O)(=O)c2c(Cl)cccc2Cl)cc1	i	9	3.7	10	-7	.	.	4	1	0.5
COCCN1C(=O)N(c2cccc(OC)c2)C(=O)C1CC(=O)Nc1ccc(Cl)cc1 (configuration not stated)	i	-5	-0.6	3	-4	-6	-19	-6	2	1.0
CNc1cc(-c2cccc(C(=O)N3CCOCC3)c2)ncn1	-0.5	-4	.	.	.	.	.	.	9	-0.1
COc1ccc(CCNC(=O)CS(=O)(=O)Cc2nc(-c3ccccc3Cl)oc2C)cc1OC	-0.1	0	2.8	9	2	0	2	7	0	0.0
Cc1[nH]c2ccccc2c1-c1csc(N)n1	i	11	-1.0	3	2	1	22	.	1	-1.5

Structures shown so far with a COOH group (two):
SMILES	Vc quorum ag	GDH-TPI counter	UGM FP inh	MazEF act	PriA SSB inh	3CLpro inhibitor	DUSP3 inh	Rv3671c inh	FBA Mtb inh	BioA inh
O=C(O)c1cccc(-n2cccc2/C=C\[N+](=O)[O-])c1	8.0	-6	1.4	-4	-1	0	21	2	3	.
O=C(O)CSc1sc(=S)sc1SCC(=O)O	i	21	1.8	-1	-7	-1	22	-3	-3	-1.9

Assay outcomes (PubChem)
